Pf apPOL inh = Pf-apPOL inhibitors, biochemical, fluorescence; Plasmodium falciparum apicoplast DNA polymerase (apPOL); Recombinant Pf-apPOL, molecular beacon fluorescence, 1.5 h; inhibition, % at 10 µM; 210,000 compounds, 0.25% hits; AID 1794808, 2022
mHTT CaM bind = mutant huntingtin-calmodulin interaction inhibitors – biochemical, AlphaScreen, primary screen; P42858; AlphaScreen His-mHTT/GST-CaM binding, luminescence; inhibition, % at 15 µM; 190,000 compounds, 3.6% hits; AID 1671202, 2021;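 further: 0% = both proteins with DMSO and 100% = one protein alone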
Active calls of the source: *; & = joins results of further samples. No stated cut-off is given here; in the data, active means inhibition above about 50%; inactive means the rest. This is a subset (hit frequency here may not be typical).

What do the screens show for `COc1ccc(C(=O)N2CCCC(COc3cccc(C(=O)NC4CC4)c3)C2)cc1` (configuration not stated)?
Pf apPOL inh: -5; mHTT CaM bind: 0

How did Cc1occc1-c1nnc(-c2ccc([N+](=O)[O-])cc2Cl)o1 do in these assays?
Pf apPOL inh: 0; mHTT CaM bind: 2

What do the screens show for `O=C(c1ccco1)N1CCN(C2=NN=C(c3cccs3)CS2)CC1`?
Pf apPOL inh: 50*; mHTT CaM bind: 96*

Results for CC(C)(C)N1COc2ccc3c4c(oc3c2C1)C(=O)c1ccccc1C4=O ?
Pf apPOL inh: 31; mHTT CaM bind: 33

Results for COc1ccc2c(=O)c(Oc3ccccc3Br)c(C)oc2c1 ?
Pf apPOL inh: 0; mHTT CaM bind: -5

Results for Cc1ccc(-c2nc3ncccc3o2)cc1NC(=O)COc1ccc(Br)cc1 ?
Pf apPOL inh: -11; mHTT CaM bind: -3

What do the screens show for `NC(=NOC(=O)c1csc([N+](=O)[O-])c1)c1cc(C(F)(F)F)cc(C(F)(F)F)c1`?
Pf apPOL inh: -6

What do the screens show for `O=C(Nc1nc(-c2ccc3c(c2)OCO3)cs1)c1ccco1`?
Pf apPOL inh: 1; mHTT CaM bind: 21

What do the screens show for `N#Cc1cc2c(nc1SCC(=O)Nc1cnc3ccccc3c1)CCCCCC2`?
Pf apPOL inh: -3; mHTT CaM bind: 2

How did CN1OCC(S(=O)(=O)N2CCCCC2)C1c1ccccc1Cl (configuration not stated) do in these assays?
Pf apPOL inh: -5; mHTT CaM bind: 0

What do the screens show for `COc1ccc(CNCc2ccccc2)cc1`?
Pf apPOL inh: -12; mHTT CaM bind: -1

What do the screens show for `CSc1nc(N)c(C#N)cc1C#N`?
mHTT CaM bind: -5

Next part (five carried over from the part before).
What do the screens show for `O=C(Nc1nc(-c2ccc3c(c2)OCO3)cs1)c1ccco1`?
Pf apPOL inh: 1; mHTT CaM bind: 21

What do the screens show for `N#Cc1cc2c(nc1SCC(=O)Nc1cnc3ccccc3c1)CCCCCC2`?
Pf apPOL inh: -3; mHTT CaM bind: 2

How did CN1OCC(S(=O)(=O)N2CCCCC2)C1c1ccccc1Cl (configuration not stated) do in these assays?
Pf apPOL inh: -5; mHTT CaM bind: 0

What do the screens show for `COc1ccc(CNCc2ccccc2)cc1`?
Pf apPOL inh: -12; mHTT CaM bind: -1

What do the screens show for `CSc1nc(N)c(C#N)cc1C#N`?
mHTT CaM bind: -5

What do the screens show for `CC(C)(C)n1nc2c(c1NC(=O)COc1ccc(Cl)cc1)CS(=O)C2` (configuration not stated)?
Pf apPOL inh: -5; mHTT CaM bind: -7

What do the screens show for `N#Cc1cnc2ccc(F)cc2c1N1CCC(C(=O)Nc2ccc(F)cc2F)CC1`?
Pf apPOL inh: 1; mHTT CaM bind: -8

Results for CCCS(=O)(=O)N1CCC(c2nc3ccncc3n2C(C)C)C1 (configuration not stated) ?
Pf apPOL inh: 2; mHTT CaM bind: 2

Results for CC1=C(C(=O)Nc2cc(C)ccn2)C(c2cccnc2)C2=C(CCCC2=O)N1 (configuration not stated) ?
Pf apPOL inh: 0; mHTT CaM bind: 1

What do the screens show for `O=C(NC12CC3CC(CC(C3)C1)C2)c1cccnc1`?
Pf apPOL inh: -6; mHTT CaM bind: 2

How did COc1ccc(C2CC(=O)C3=C(C2)Nc2ncnn2C3c2cccc(OC)c2)cc1 (configuration not stated) do in these assays?
Pf apPOL inh: -3; mHTT CaM bind: 1

How did CCOc1ccc(C(=O)Nc2c3c(nn2-c2ccc(C)cc2C)CSC3)cc1 do in these assays?
Pf apPOL inh: 4; mHTT CaM bind: 3

How did O=C(NCC1CCCO1)C(=O)Nc1cccc(Cl)c1Cl (configuration not stated) do in these assays?
Pf apPOL inh: -14; mHTT CaM bind: -8

How did CCSc1nnc(NC(=O)c2cn(C)nn2)s1 do in these assays?
Pf apPOL inh: -2; mHTT CaM bind: -17

How did COCCNC(=O)C1c2cc(OC)c(OC)cc2C(=O)N(C)C1c1cccnc1 (configuration not stated) do in these assays?
Pf apPOL inh: -1; mHTT CaM bind: -1

What do the screens show for `Cn1cc(C(=O)Nc2ccccn2)c2c3ccccc3n(C)c2c1=O`?
Pf apPOL inh: -8; mHTT CaM bind: 8

Results for COc1ccc(OCC(=O)Nc2ccc(I)cc2Cl)cc1 ?
Pf apPOL inh: 1; mHTT CaM bind: -11

How did Cn1c(=O)c(-c2nc(C(C)(C)C)no2)c(O)c2ccccc21 do in these assays?
Pf apPOL inh: -3; mHTT CaM bind: -1

What do the screens show for `CC(C)Cc1nc(SCC(=O)Nc2ccc(S(N)(=O)=O)cc2)n[nH]1`?
Pf apPOL inh: 62*; mHTT CaM bind: -5

What do the screens show for `COc1ccc(C(=O)Nc2ccc3nn(-c4cccc(Cl)c4)nc3c2)cc1`?
Pf apPOL inh: -5; mHTT CaM bind: -4

How did Cc1ccc(CCN2CC(C(=O)N3CCC(Cc4ccccc4)CC3)CC2=O)cc1 (configuration not stated) do in these assays?
Pf apPOL inh: 4; mHTT CaM bind: 19

How did Cn1c(Sc2c3c(nc4ncnn24)CCC3)nnc1-c1ccccc1 do in these assays?
Pf apPOL inh: -9

How did O=[N+]([O-])c1ccccc1S(=O)(=O)Nc1ccc(OCc2ccccc2)cc1 do in these assays?
Pf apPOL inh: -2; mHTT CaM bind: 41

What do the screens show for `COc1ccc(/C=C2\N=C(c3ccc(Cl)c([N+](=O)[O-])c3)OC2=O)cc1`?
Pf apPOL inh: -4; mHTT CaM bind: 4

How did Cc1ccccc1-c1ccc(N2CCC(C(=O)NCc3ccco3)CC2)nn1 do in these assays?
Pf apPOL inh: -5; mHTT CaM bind: -1

Results for O=C(Cc1cc(F)cc(F)c1)NNC(=O)c1cccc(C(F)(F)F)c1 ?
Pf apPOL inh: 1

What do the screens show for `Cc1ccc(S(=O)(=O)N2CCN(Cc3cccc([N+](=O)[O-])c3)CC2)cc1`?
Pf apPOL inh: -10; mHTT CaM bind: 7

What do the screens show for `COc1ccc(C)cc1NC(=O)C1CC(=O)N(c2cccc(NC(C)=O)c2)C1` (configuration not stated)?
Pf apPOL inh: 0; mHTT CaM bind: 11

What do the screens show for `OC(CN1CCN(c2nc3ccc(Cl)cc3s2)CC1)CN1CCCN(c2ncc(C(F)(F)F)cc2Cl)CC1` (configuration not stated)?
Pf apPOL inh: 3

Results for Cc1nnsc1C(=O)N1CCC(C(=O)Nc2nccs2)CC1 ?
Pf apPOL inh: -4; mHTT CaM bind: -17

How did COC(=O)c1nc2n(n1)C(c1cccc(F)c1)C1=C(CCCC1=O)N2 (configuration not stated) do in these assays?
Pf apPOL inh: 1; mHTT CaM bind: 0

Results for O=C(O)c1cnccc1C(F)(F)F ?
Pf apPOL inh: -5&5

Results for COc1cccc(C2C(C#N)=C(N)N(c3ncn[nH]3)C3=C2C(=O)CC(C)(C)C3)c1OC (configuration not stated) ?
Pf apPOL inh: -4; mHTT CaM bind: 1

How did O=[N+]([O-])c1cc(CN2CCOCC2)c2cccnc2c1O do in these assays?
Pf apPOL inh: -60; mHTT CaM bind: 100*

How did O=C(c1ccco1)N1CCN(C(=O)c2sc3ccccc3c2Cl)CC1 do in these assays?
Pf apPOL inh: -8

What do the screens show for `Cc1ccc(CNC(=O)C2CCCN(c3nccc4sccc34)C2)cc1` (configuration not stated)?
Pf apPOL inh: -7; mHTT CaM bind: -1

What do the screens show for `CC(C)c1ccc2oc(-c3ccc(NC(=O)c4cccs4)cc3)nc2c1`?
Pf apPOL inh: -4; mHTT CaM bind: -9

Results for COc1ccc(-c2cn3ccn(-c4ccc(C(C)C)cc4)c(=O)c3n2)cc1 ?
Pf apPOL inh: -3; mHTT CaM bind: -4

How did CC(=O)N1N=C(c2c(-c3ccccc3)c3cc(Cl)ccc3[nH]c2=O)CC1c1ccc(Cl)cc1 (configuration not stated) do in these assays?
Pf apPOL inh: -6; mHTT CaM bind: 100*

How did O=C1OC(c2ccc(Cl)cc2Cl)=N/C1=C\c1ccncc1 do in these assays?
Pf apPOL inh: 0; mHTT CaM bind: -2

How did CC(Cc1ccco1)NC(=O)C(=O)NCc1ccccc1 (configuration not stated) do in these assays?
Pf apPOL inh: 0; mHTT CaM bind: -5

What do the screens show for `CCCC(=O)Nc1cccc(NC(=O)C(Cl)(Cl)Cl)c1`?
Pf apPOL inh: -5; mHTT CaM bind: 2

Results for CC(=O)c1ccc(NC(=O)C2CC3CCCN3C23C(=O)N(C)c2ccccc23)cc1 (configuration not stated) ?
Pf apPOL inh: 2; mHTT CaM bind: 6

Results for Cc1ccc(S(=O)(=O)N2CCC(n3cnc4ccccc4c3=O)CC2)c(C)c1 ?
Pf apPOL inh: -1; mHTT CaM bind: -8

How did CC(Sc1nnc(-c2ccco2)o1)C(=O)NC(c1ccccc1)c1ccccc1 (configuration not stated) do in these assays?
Pf apPOL inh: -3; mHTT CaM bind: -1

Results for CC(C)(C)C(=O)Oc1ccc(S(=O)(=O)Nc2ccccc2C(=O)NCC(=O)O)cc1 ?
Pf apPOL inh: -7

What do the screens show for `O=C(NNC(=O)c1c(F)cccc1F)c1c(F)cccc1F`?
Pf apPOL inh: 10

How did C[n+]1cccc(S(=O)(=O)Nc2ccc(Cl)cc2C(=O)Nc2ccc(Cl)cc2)c1 do in these assays?
Pf apPOL inh: 6; mHTT CaM bind: 8

What do the screens show for `Cc1onc(-c2c(Cl)cccc2Cl)c1C(=O)Nc1cccc([N+](=O)[O-])c1C`?
Pf apPOL inh: -2; mHTT CaM bind: 7

How did CCOc1cccc2cc(C(=O)Nc3nccs3)c(=Nc3ccc(OC)c(Cl)c3)oc12 do in these assays?
Pf apPOL inh: -5; mHTT CaM bind: 0

Results for Cc1ccc(NC(=O)CSc2nc3nc(C)cc(C)c3c(=O)[nH]2)cc1 ?
Pf apPOL inh: -4; mHTT CaM bind: 1

What do the screens show for `Cc1ccc(N=Cc2ccc(Br)c([N+](=O)[O-])c2)c(O)c1`?
Pf apPOL inh: -7; mHTT CaM bind: 17

Results for O=[N+]([O-])c1cc2c(cc1C1N(Cc3ccccc3)CCN1Cc1ccccc1)OCO2 ?
Pf apPOL inh: 3; mHTT CaM bind: 60*

How did CC(=O)Nc1cccc(N2CC(C(=O)Nc3ccc4c(c3)OCCO4)CC2=O)c1 (configuration not stated) do in these assays?
Pf apPOL inh: -6; mHTT CaM bind: -4

How did O=C1Nc2ccc(Br)cc2C(O)(C(=O)NCc2ccccc2)N1c1ccccc1 (configuration not stated) do in these assays?
Pf apPOL inh: -3; mHTT CaM bind: 4

What do the screens show for `N#C/C(=C\Nc1ccc(S(N)(=O)=O)cc1)c1nc(-c2ccc(Cl)cc2)cs1`?
Pf apPOL inh: -4; mHTT CaM bind: 3

What do the screens show for `CCOc1ccc(C(=O)Nc2cccnc2)nn1`?
Pf apPOL inh: -6; mHTT CaM bind: -15

What do the screens show for `CC(C)n1cc2cc(C(=O)N3CCN(Cc4ccc5c(c4)OCO5)CC3)sc2c1`?
Pf apPOL inh: -10; mHTT CaM bind: 65*

Results for COc1ccc(-c2nc3c(c(=O)[nH]2)CCN(C(=O)c2cc(Cl)ccc2OC)C3)cc1 ?
Pf apPOL inh: 1; mHTT CaM bind: -8

Results for COc1ccc(C2=NOC(C(=O)Nc3cccc(C(C)=O)c3)C2)cc1OC (configuration not stated) ?
Pf apPOL inh: -10; mHTT CaM bind: 4

What do the screens show for `COc1ccc(-n2cc(C(=O)NCCc3ccc(OC)c(OC)c3)c3ccccc3c2=O)cc1`?
Pf apPOL inh: 1; mHTT CaM bind: 14

What do the screens show for `Cc1cc2n(n1)CCCN2C(=O)CCC(=O)N1CCN(C(=O)c2ccco2)CC1`?
Pf apPOL inh: -1; mHTT CaM bind: -5

How did O=[N+]([O-])c1cc2c(cc1Br)-c1cc(Br)c([N+](=O)[O-])cc1S2(=O)=O do in these assays?
Pf apPOL inh: -5; mHTT CaM bind: 5

Results for O=C1CN(c2ccccc2NC(=O)NCc2cccc3ccccc23)CCN1 ?
Pf apPOL inh: -5; mHTT CaM bind: -1

Results for CN1c2cc(F)ccc2C(=O)NC12CCN(C(=O)Nc1ccc(F)cc1F)CC2 ?
Pf apPOL inh: -4; mHTT CaM bind: 4

As a short view, some entries already given:
How did O=[N+]([O-])c1cc2c(cc1Br)-c1cc(Br)c([N+](=O)[O-])cc1S2(=O)=O do in these assays?
Pf apPOL inh: -5; mHTT CaM bind: 5

Results for O=C1CN(c2ccccc2NC(=O)NCc2cccc3ccccc23)CCN1 ?
Pf apPOL inh: -5; mHTT CaM bind: -1

Results for CN1c2cc(F)ccc2C(=O)NC12CCN(C(=O)Nc1ccc(F)cc1F)CC2 ?
Pf apPOL inh: -4; mHTT CaM bind: 4

Later entries
What do the screens show for `O=S1(=O)CCOC[C@H](CC2CCCCC2)N1Cc1ccccc1F`?
Pf apPOL inh: -6; mHTT CaM bind: -23

What do the screens show for `CCc1ccc(C2=C/C(=C/c3ccc(C)c(OC)c3)C(=O)O2)cc1`?
Pf apPOL inh: 10; mHTT CaM bind: -3

What do the screens show for `O=C(Nc1cccc(Cl)c1)Nc1cccc2cccnc12`?
Pf apPOL inh: -5; mHTT CaM bind: -2

Results for Cc1cc(C)n(-c2c(C)cccc2C)n1 ?
Pf apPOL inh: -4; mHTT CaM bind: -4

Results for CCN(CC)CCNC(=O)c1cn(CC)c(=O)c2cc(OC)c(OC)cc12 ?
Pf apPOL inh: 3; mHTT CaM bind: 1

What do the screens show for `CC(=O)Nc1cccc(C(=O)N2CCC(c3nc4ccncc4n3CC(C)C)C2)c1` (configuration not stated)?
Pf apPOL inh: 4; mHTT CaM bind: -3

What do the screens show for `Cc1ccc(-c2cc(C(F)(F)F)n3ncc(C(=O)N4CCC(C)CC4)c3n2)cc1`?
Pf apPOL inh: -1; mHTT CaM bind: 1

What do the screens show for `Cc1ccc(C)c(Cn2nnc(C(=O)O)c2-c2ccncc2)c1`?
Pf apPOL inh: 0; mHTT CaM bind: 1

What do the screens show for `CN(C)S(=O)(=O)c1ccc(C(=O)Nc2nnc(-c3cccs3)o2)cc1`?
Pf apPOL inh: -4; mHTT CaM bind: 17

Screens: PubChem, University of Kansas High Throughput Screening Laboratory
